ELG1 genotoxic – qHTS screen for small molecules that induce genotoxicity in human embryonic kidney (HEK293T) cells expressing luciferase-tagged ELG1; HEK293T ELG1-luciferase reporter, luminescence, 16 h; Potency, µM (top dose mostly 46 µM), for inactives: at the top dose activity change, positive = activation, most hits filed as activators; hit rate 1.3% among 330,000; AID 504466, 2011; also: potency is read from the fitted curve at half-maximal effect; % of control where 0% means no effect; nearly all actives have a fitted effect of over 60% in size
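Luminescence read-out: rising ELG1-luciferase signal, reflecting elevated ELG1 protein under genetic stress, flags genotoxic compounds. Cells were treated for 16 hr at 37 °C before ONE-Glo detection.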
VP16 counter – VP16 counterscreen qHTS for inhibitors of ROR gamma transcriptional activity; hit rate 3.5% among 310,000; Potency, µM (doses to about 53.6 µM), for inactives: at the top dose activity, negative = inhibition, usual class: inhibitors; Drosophila S2 Gal4-VP16 UAS-luciferase, luminescence, 20 h;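 also: Gal4-VP16 expression switched on by copper sulfate through the metallothionein promoter; potency is read from the fitted curve at half-maximal effect; % is scaled to controls: 0 for no effect and ±100 for the full control effect; nearly all actives have a fitted effect of over 50% in size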
Rab9 promoter act – qHTS Assay for Rab9 Promoter Activators | Huh7 Rab9 promoter-luciferase reporter, luminescence, 24 h | Potency, µM (doses to about 9.22 µM), for inactives: at the highest dose activation, negative = inhibition, actives largely listed as activators | hit rate 2.8% among 320,000 | AID 485297, 2010; also: potency is read from the fitted curve at half-maximal effect; % of control where 0% means no effect; nearly all actives have a fitted effect of over 60% in size
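Luminescence from Amplite-detected luciferase (10 minutes, ambient) reports Rab9 promoter activation. Before that, stable Rab9-luciferase Huh7 cells (1500/well, reduced-serum OP-MEM I plus 10% FBS) were exposed to compound for 24 hours at 37C.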
Tb PFK block – qHTS Assay to Find Inhibitors of T. brucei phosphofructokinase; ATP-dependent 6-phosphofructokinase (Trypanosoma brucei brucei), O15648; T. brucei PFK, ADP-Glo luminescence; Potency, µM (top dose mostly 57.5 µM), inactives show at the highest dose activity, negative = inhibition, hits mostly inhibitors; hit rate 0.17% among 330,000;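 also: potency is read from the fitted curve at half-maximal effect; 0% = uninhibited 1x PFK enzyme wells and -100% = no-enzyme wells; nearly all actives have a fitted effect of over 60% in size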
Target sequence (O15648 whole entry, looked up): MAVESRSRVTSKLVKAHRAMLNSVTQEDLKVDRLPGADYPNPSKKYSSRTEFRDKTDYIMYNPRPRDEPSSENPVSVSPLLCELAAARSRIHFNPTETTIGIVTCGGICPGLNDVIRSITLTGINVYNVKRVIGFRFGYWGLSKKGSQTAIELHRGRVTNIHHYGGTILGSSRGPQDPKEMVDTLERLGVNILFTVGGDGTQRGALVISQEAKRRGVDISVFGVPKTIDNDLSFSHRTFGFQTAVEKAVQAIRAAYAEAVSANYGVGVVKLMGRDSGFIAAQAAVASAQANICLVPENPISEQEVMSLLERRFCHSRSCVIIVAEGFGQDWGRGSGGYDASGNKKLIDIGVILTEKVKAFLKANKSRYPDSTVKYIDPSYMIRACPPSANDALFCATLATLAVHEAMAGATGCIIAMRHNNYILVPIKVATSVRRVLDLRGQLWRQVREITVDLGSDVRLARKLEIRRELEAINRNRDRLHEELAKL
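PFK 1.25 nM, F6P 0.5 mM, ATP 0.1 mM, 0.1 M TEA pH 8.0, 5 mM MgCl2, 0.01% Tween20, 0.1% BSA; 45 min RT. ADP-Glo readout. qHTS titration up to 57 uM; curves fitted, compounds curve-classed.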
TRPV1 agonist – HTS Assay for Compounds that Act as Agonists of the Vanilloid Receptor 1. Transient receptor potential cation channel subfamily V member 1 (Homo sapiens), Q8NER1. TRPV1-expressing cells, Fluo-8 calcium influx, agonist mode. activation, % at 8.33 µM. hit rate 0.19% among 320,000; in the data active = activation above about 80%; inconclusive = between about 30% and that limit; also: 0% is about no effect
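Fluo-8 calcium influx in TRPV1-expressing cells, kinetic read (ex 480/em 520 nm). Compound added and read 3 min for agonist activity, followed by capsaicin at EC20 final and 2 min further read for enhancement.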
RORgamma inh – qHTS for inhibitors of ROR gamma transcriptional activity | Potency, µM (series often up to 53.6 µM), for inactives: top-dose activity change, negative = inhibition, most hits filed as inhibitors | hit rate 5.4% among 310,000 | Drosophila S2 Gal4-RORgamma UAS-luciferase reporter, 20 h | AID 2551, 2010; also: potency is read from the fitted curve at half-maximal effect; % is scaled to controls: 0 for no effect and ±100 for the full control effect; nearly all actives have a fitted effect of over 60% in size
Target sequence (P51450 whole entry, looked up, the tested form may be a part): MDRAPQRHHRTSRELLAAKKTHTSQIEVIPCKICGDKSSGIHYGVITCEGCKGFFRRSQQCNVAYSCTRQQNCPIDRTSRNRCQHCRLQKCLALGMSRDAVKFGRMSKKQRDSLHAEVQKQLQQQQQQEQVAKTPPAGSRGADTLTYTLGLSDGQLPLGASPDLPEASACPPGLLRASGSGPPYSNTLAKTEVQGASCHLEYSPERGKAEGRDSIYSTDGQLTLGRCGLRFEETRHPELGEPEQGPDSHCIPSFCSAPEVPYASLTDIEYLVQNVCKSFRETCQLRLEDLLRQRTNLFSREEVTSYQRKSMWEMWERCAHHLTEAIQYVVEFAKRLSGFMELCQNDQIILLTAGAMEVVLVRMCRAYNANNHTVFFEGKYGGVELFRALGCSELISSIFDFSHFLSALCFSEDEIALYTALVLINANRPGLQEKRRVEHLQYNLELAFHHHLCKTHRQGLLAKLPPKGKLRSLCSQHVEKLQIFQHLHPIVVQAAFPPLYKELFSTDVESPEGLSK
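ROR gamma transcriptional activity was tracked as Gal4-UAS luciferase output in stably transfected Drosophila Schneider cells, with compound added 1 hr before 700 uM copper sulfate induction and a 20 hr ambient-temperature incubation.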
FLuc modulator – qHTS profiling assay for firefly luciferase inhibitor/activator using purifed enzyme and Km concentrations of substrates (counterscreen for miR-21 project); Luciferin 4-monooxygenase (Photinus pyralis), P08659; Potency, µM (highest dose often 57.5 µM), for inactives: at the top dose activity change, negative = inhibition, most hits filed as inhibitors; AID 588342, 2011; hit rate 6.9% among 360,000; purified FLuc, Km substrates, luminescence inhibition;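 also: potency is read from the fitted curve at half-maximal effect; plate controls were vehicle for no effect and reference inhibitor for full effect; nearly all actives have a fitted effect of over 55% in size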
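Biochemical qHTS of compounds, final roughly 60 µM downward over six points, against 10 nM purified firefly luciferase using Km concentrations of substrates (10 uM D-luciferin, 10 uM ATP) in Tris acetate pH 7.5 buffer; luminescence output.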
ELG1 repair inh – qHTS screen for small molecules that inhibit ELG1-dependent DNA repair in human embryonic kidney (HEK293T) cells expressing luciferase-tagged ELG1; HEK293T ELG1-luciferase reporter, luminescence, 16 h; DNA damage induced by 5-fluorouridine; Potency, µM (series often up to 46.1 µM), inactives show at the highest dose activity change, negative = inhibition, hits mostly inhibitors; hit rate 2.3% among 330,000; also: potency is read from the fitted curve at half-maximal effect; % is scaled to controls: 0 for no effect and ±100 for the full control effect; nearly all actives have a fitted effect of over 55% in size
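HEK293T cells expressing luciferase-tagged ELG1 (2,000/well) received 5-Fluorouridine plus compound or DMSO for 16 hr at 37 °C. Luciferase was read by ONE-Glo luminescence after 30 min at room temperature.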
BRCA1 expr act – qHTS Assay to Identify Small Molecule Activators of BRCA1 Expression | MCF7-BRCA1-FFLuc reporter, luminescence, 48 h; response scale: scaled: vehicle 0%, 10 µM genistein 100% | Potency, µM (series often up to 46.1 µM), inactives show at the highest dose activation, usual class: activators | hit rate 1.1% among 380,000 | AID 624202, 2012; also: potency is read from the fitted curve at half-maximal effect; nearly all actives have a fitted effect of over 80% in size; some results filed as inactive show a strong effect at the top dose
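Luminescence from a BRCA1-driven firefly luciferase in MCF7 cells was read after 48 h compound exposure at 37 C. Data normalized against DMSO and a 10microM genistein activation control, then curve-fitted across the titration.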
NPC1 promoter act – qHTS Assay for NPC1 Promoter Activators | Huh7 NPC1 promoter luciferase reporter, 24 h | Potency, µM (highest dose often 9.22 µM), for the others: top-dose activation, actives largely listed as activators | hit rate 2.4% among 320,000;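 also: potency is read from the fitted curve at half-maximal effect; % of control where 0% means no effect; nearly all actives have a fitted effect of over 60% in size; reporter is driven by a mutant NPC1 promoter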
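In 1536-well qHTS, Huh7 cells harboring an NPC1 promoter–luciferase construct received compound for 24 h; activation was quantified by luminescence following luciferase reagent addition.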
p53 reactivator – qHTS assay for re-activators of p53 using a Luc reporter; H1299 p53-A138V BP100-luciferase reporter, luminescence, 24 h; hit rate 0.063% among 320,000; Potency, µM (series often up to 92.2 µM), for the others: at the top dose activity change, positive = activation, actives largely listed as activators; also: potency is read from the fitted curve at half-maximal effect; % of control where 0% means no effect; nearly all actives have a fitted effect of over 45% in size
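H1299 (p53-null), stable ts p53-A138V + BP100-Luc; 1000 cells/well, Opti-MEM/10% FBS; cpd 4 pt, 1:5; 24 h, 37 deg C, 5% CO2; detection reagent 10 min RT; luminescence.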
* = called active by the depositor; & = joins results of further samples; [ ] = dose if it differs, or a comment. Unless noted, calls follow the shape of the dose curve; as a rule, active = well fitted curve in the direction sought with a large enough effect; inconclusive = small, poorly fitted or top-dose-only effect, or another doubt; inactive = no such curve, though single readings can be large; an effect the other way counts as inactive or inconclusive.

Results for CC1CN(C(=O)COC(=O)c2ccc(NC(=O)CC#N)cc2)CC(C)O1 (centres undefined) ?
ELG1 genotoxic: -0.5%; VP16 counter: 0.6%; Rab9 promoter act: 2.1%; Tb PFK block: 14.3%; TRPV1 agonist: 4.9; RORgamma inh: 9.0%; FLuc modulator: -0.5%; ELG1 repair inh: 7.1%; BRCA1 expr act: -3.1%; NPC1 promoter act: -2.5%; p53 reactivator: 1.0%

How did Cc1c2c(nc3ccccc13)CCC(C(C)(C)C)C2 (centres undefined) do in these assays?
ELG1 genotoxic: 14.9%; VP16 counter: inconclusive; Rab9 promoter act: 19.1%; Tb PFK block: 0.1%; TRPV1 agonist: inconclusive; RORgamma inh: 3.98µM*; FLuc modulator: 12µM*; ELG1 repair inh: inconclusive; BRCA1 expr act: 71.8%; NPC1 promoter act: 22.7%; p53 reactivator: 9.5%

Results for Cc1ccc(C(=O)OCC(=O)NC(=O)c2ccccc2)o1 ?
ELG1 genotoxic: 4.4%; Rab9 promoter act: -10.5%; Tb PFK block: -3.2%; TRPV1 agonist: 1.1; FLuc modulator: -1.1%; ELG1 repair inh: 13.2%; BRCA1 expr act: -2.3%; NPC1 promoter act: -0.4%; p53 reactivator: -3.6%

How did CCOC(=O)N1CCC(N2CCN(S(=O)(=O)CC)CC2)CC1 do in these assays?
ELG1 genotoxic: 2.7%; VP16 counter: 9.6%; Rab9 promoter act: 3.8%; Tb PFK block: 3.9%; TRPV1 agonist: -0.3; RORgamma inh: 2.5%; FLuc modulator: 0.6%; ELG1 repair inh: 0.7%; BRCA1 expr act: -7.4%; NPC1 promoter act: -1.3%; p53 reactivator: 24.6%

What do the screens show for `CC(C)Oc1ccccc1C1(c2ccccc2)NC(=O)NC1=O` (centres undefined)?
ELG1 genotoxic: -1.8%; VP16 counter: -11.6%; Rab9 promoter act: 7.3%; Tb PFK block: 0.4%; TRPV1 agonist: 3.3; RORgamma inh: 0.6%[1.91 µM]; FLuc modulator: -0.3%; ELG1 repair inh: 0.8%; BRCA1 expr act: -3.6%; NPC1 promoter act: 0.7%

How did COc1ccc(CNC(=S)NCc2ccc(F)cc2)cc1OC do in these assays?
ELG1 genotoxic: -5.8%; VP16 counter: inconclusive; Rab9 promoter act: -6.2%; Tb PFK block: -6.9%; TRPV1 agonist: inconclusive; RORgamma inh: -41.6%; FLuc modulator: 0.2%; ELG1 repair inh: inconclusive; BRCA1 expr act: 1.3%; NPC1 promoter act: -6.2%; p53 reactivator: -3.2%

How did Cc1ccc(CNc2cnccn2)cc1 do in these assays?
ELG1 genotoxic: -0.3%; VP16 counter: 6.8%; Rab9 promoter act: 19.1%; Tb PFK block: -4.3%; TRPV1 agonist: 0.8; RORgamma inh: 11.2%; FLuc modulator: inconclusive; ELG1 repair inh: 0.2%; BRCA1 expr act: 32.9%; NPC1 promoter act: 12.7%; p53 reactivator: 2.4%

What do the screens show for `Fc1ccc(CNC(=S)Nc2cccc(C(F)(F)F)c2)cc1`?
ELG1 genotoxic: -5.5%; VP16 counter: inconclusive; Rab9 promoter act: -2.8%; Tb PFK block: -0.9%; TRPV1 agonist: 4.7; RORgamma inh: inconclusive; FLuc modulator: -3.0%; ELG1 repair inh: inconclusive; BRCA1 expr act: -48.1%; NPC1 promoter act: -0.1%; p53 reactivator: 1.6%

Results for C/C(=N\Nc1ccc(C)c(Cl)c1)c1cccnc1 ?
ELG1 genotoxic: 17.3%; VP16 counter: 24.8%; Rab9 promoter act: inconclusive; Tb PFK block: -1.9%; TRPV1 agonist: 6.7; RORgamma inh: 3.2%; FLuc modulator: 15.1µM*; ELG1 repair inh: inconclusive; BRCA1 expr act: inconclusive; NPC1 promoter act: inconclusive; p53 reactivator: 11.8%

How did CC(C)[C@@H](N)C(=O)N/N=C/c1ccc2ncccc2c1 do in these assays?
ELG1 genotoxic: -0.9%; VP16 counter: -1.1%; Rab9 promoter act: -0.6%; Tb PFK block: 2.0%; TRPV1 agonist: -4.6; RORgamma inh: 24.0%; FLuc modulator: inconclusive; ELG1 repair inh: 19.0%; BRCA1 expr act: 26.3%; NPC1 promoter act: 1.7%; p53 reactivator: -0.1%

How did COCCn1c(SCC(=O)Nc2cccc(F)c2)nc2c([nH]c3ccccc32)c1=O do in these assays?
ELG1 genotoxic: inconclusive; VP16 counter: 2.6%; Rab9 promoter act: 14.6%; Tb PFK block: 1.0%; TRPV1 agonist: 1.1; RORgamma inh: -5.7%; FLuc modulator: 3.3%; ELG1 repair inh: 13.3%; BRCA1 expr act: -25.7%; NPC1 promoter act: 11.7%; p53 reactivator: 16.7%

What do the screens show for `COc1ccc(NC(=O)CSC2CC(=O)N(c3ccc4c(c3)OCCO4)C2=O)cc1` (centres undefined)?
ELG1 genotoxic: -0.8%; VP16 counter: 5.01µM*; Rab9 promoter act: -2.4%; Tb PFK block: 14.0%; TRPV1 agonist: 1.9; RORgamma inh: inconclusive; FLuc modulator: -0.8%; ELG1 repair inh: 13.7%; BRCA1 expr act: -18.2%; NPC1 promoter act: -1.8%; p53 reactivator: 28.8%

Results for Cn1nnnc1SC1CC(=O)N(c2ccccc2)C1=O (centres undefined) ?
ELG1 genotoxic: 0.5%; VP16 counter: inconclusive; Rab9 promoter act: -1.1%; Tb PFK block: 2.8%; TRPV1 agonist: 2.5; RORgamma inh: 7.94µM*; FLuc modulator: 2.2%; ELG1 repair inh: 5.6%; BRCA1 expr act: -7.7%; NPC1 promoter act: 0.6%; p53 reactivator: 3.7%

How did O=C(NCc1cccc(Cl)c1)C1CCC(=O)N(CC2CCCCC2)C1 (centres undefined) do in these assays?
ELG1 genotoxic: 1.0%; VP16 counter: 2.9%; Rab9 promoter act: 13.9%; Tb PFK block: -5.4%; TRPV1 agonist: -3.1; RORgamma inh: -6.0%; FLuc modulator: -3.1%; ELG1 repair inh: 4.6%; BRCA1 expr act: -13.5%; NPC1 promoter act: 0.4%; p53 reactivator: -6.0%

Results for Cc1nnc(SCc2c(Cl)cccc2[N+](=O)[O-])s1 ?
ELG1 genotoxic: 2.2%; VP16 counter: 9.4%; Rab9 promoter act: -4.9%; Tb PFK block: -1.1%; TRPV1 agonist: 7.6; RORgamma inh: 0.1%; FLuc modulator: -2.0%; ELG1 repair inh: -3.3%; BRCA1 expr act: 9.1%; NPC1 promoter act: -1.1%; p53 reactivator: -1.3%

How did CCOc1ccccc1C(=O)NCC(=O)OCC(=O)N1C(C)CCCC1C (centres undefined) do in these assays?
ELG1 genotoxic: 3.8%; VP16 counter: -20.3%; Rab9 promoter act: 1.5%; Tb PFK block: -2.5%; TRPV1 agonist: -0.7; RORgamma inh: -21.4%; FLuc modulator: 0.4%; ELG1 repair inh: -0.4%; BRCA1 expr act: -1.1%; NPC1 promoter act: -0.8%; p53 reactivator: 7.5%

What do the screens show for `O=C(Nc1ccccc1C(F)(F)F)N1CCN(c2ccc3nnc(-c4ccc(F)cc4)n3n2)CC1`?
ELG1 genotoxic: -6.3%; VP16 counter: -6.6%; Rab9 promoter act: -3.0%; Tb PFK block: -3.3%; TRPV1 agonist: 2.1; RORgamma inh: inconclusive; FLuc modulator: 4.0%&-5.0%; ELG1 repair inh: 11.6µM*; BRCA1 expr act: -0.1%&-23.1%; NPC1 promoter act: -10.1%; p53 reactivator: 1.7%

What do the screens show for `COc1ccc([C@@H]2[C@@H]3C(=O)N(C(C)(C)C)C(=O)[C@@H]3[C@]3(C)C(=O)N(c4cccc(Br)c4)C(=O)N23)cc1`?
ELG1 genotoxic: -4.2%; VP16 counter: 10.0%; Rab9 promoter act: -1.6%; Tb PFK block: 1.3%; TRPV1 agonist: -1.5; RORgamma inh: 30.8%; FLuc modulator: -1.5%; ELG1 repair inh: -25.4%; BRCA1 expr act: 0.0%; NPC1 promoter act: -1.5%; p53 reactivator: 5.8%

What do the screens show for `CCc1ccc2c(COC(=O)CNS(=O)(=O)c3ccc(NC(C)=O)cc3)cc(=O)oc2c1`?
ELG1 genotoxic: 17.7%; VP16 counter: -24.4%; Rab9 promoter act: -1.6%; Tb PFK block: -4.2%; TRPV1 agonist: 3.8; RORgamma inh: 15.8%; FLuc modulator: -11.7%; ELG1 repair inh: 6.4%; BRCA1 expr act: 52.2%; NPC1 promoter act: 1.9%; p53 reactivator: 27.8%

Bioassay records from PubChem.
